proCasp7 act – counter-screen for procaspase-3 activators: activators of human procaspase-7 | AID 463210 | 330,000 compounds, 0.093% hits | activation, % at 8.5 µM | P55210 | recombinant procaspase-7, Ac-DEVD-pNA absorbance 405 nm; D23A/D198A/D206A triple mutant, cannot self-cleave; scale: DMSO 0, 5 µM enzyme 100;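 active means percent activation above the screen-wide mean plus 3 SD, cut at about 25% in these data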
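Detection: p-Nitroaniline absorbance at 405 nm, read at 0 and 120 min; system: Uncleavable procaspase-7 mutant enzyme; evaluation: % activation from two-timepoint absorbance difference, scaled to controls; times: 1 h enzyme–compound preincubation and 2 h substrate reaction, both 25 °C; buffer or medium: Zinc-free HEPES pH 7.4 with 300 mM NaCl, 0.01% Triton X-100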
ZTA DNA inh – counter-screen for EBNA-1 inhibitors: inhibitors of Epstein-Barr virus ZTA | P03206 | ZTA-DNA binding, fluorescence polarization | 320,000 compounds, 0.15% hits | inhibition, % at 11 µM; in the data active means inhibition above about 33%
MEP2-GFP yeast – modulators of TOR pathway MEP2-GFP in S. cerevisiae. S. cerevisiae MEP2-GFP strain, flow cytometry GFP, 3 h; 100% = DMSO control level. GFP response vs DMSO, % at 10 µM. 330,000 compounds, 0.51% hits;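 active means GFP response versus DMSO above a set limit, roughly screen mean plus 3 SD, cut at about 180% in these data; inconclusive means fewer than 70 cells counted for a yeast strain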;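 further: median GFP fluorescence of the barcode-gated MEP2-GFP cells per well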
RPL19A-GFP yeast – yeast TOR pathway RPL19A-GFP modulation; S. cerevisiae RPL19A-GFP strain, flow cytometry, 3 h; hits give low values; percent response vs DMSO, % at 10 µM; 330,000 compounds, 0.3% hits; AID 2025;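 active means percent response vs DMSO below 50%; inconclusive means fewer than 70 events counted for the yeast strain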;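 further: median channel GFP fluorescence of the barcoded RPL19A-GFP strain; ratio of sample median GFP to plate DMSO average so 100% = DMSO; lower means less RPL19A-GFP as with rapamycin TOR inhibition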
procasp3 activ – activators of human procaspase-3; recombinant procaspase-3 D3A, Ac-DEVD-pNA absorbance 405 nm; activation, % at 8.5 µM; AID 463141; 330,000 compounds, 0.11% hits; P42574;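 active means activation above the mean of all tested compounds plus 3 SD, cut at about 21% in these data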;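 further: 0% = DMSO alone and 100% = DMSO wells spiked with extra 5 µM PC-3 D3A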
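Evaluation: percent activation relative to control range; Material: Procaspase-3 D3A mutant, all three cleavage aspartates alanine; Compound: single dose, 8.5 µM nominal compound, 0.8% DMSO; Replication: one well per compound; Signal: absorbance at 405 nm, 0 and 120 min; Schedule: 1 h preincubation plus 2 h reaction at 25 °C.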
AHR activator – human AHR activation; P35869; AHR-responsive luciferase reporter cells, luminescence; activation, % at 5 µM; 320,000 compounds, 2.5% hits; in the data active means activation above about 47%;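 further: 0% = vehicle wells and 100% = reference agonist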
EBNA-1 inh – blocks EBNA-1 binding to DNA | EBNA-1 DNA binding, fluorescence polarization | inhibition, % at 14.8 µM | 300,000 compounds, 0.34% hits | AID 1950; in the data active means inhibition above about 28%
LAP4 TOR yeast – yeast TOR pathway LAP4-GFP modulation. S. cerevisiae LAP4-GFP multiplex, flow cytometry GFP, 3 h; median GFP as percent of DMSO wells. GFP response vs DMSO, % at 10 µM. 320,000 compounds, 0.34% hits. AID 2023;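 active means GFP response vs DMSO above a set limit, about the screen mean plus 3 SD, cut at about 150% in these data; inconclusive means under 70 cell events counted for the yeast strain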
Numbers without * were called inactive; ? = inconclusive; . = not tested or not shown; [ ] = another dose, or the depositor's remark.

SMILES	proCasp7 act	ZTA DNA inh	MEP2-GFP yeast	RPL19A-GFP yeast	procasp3 activ	AHR activator	EBNA-1 inh	LAP4 TOR yeast
Cc1cc(C)c(S(=O)(=O)N(CC(=O)N2CCCC2)C2CCCCC2)c(C)c1	10	21	102	102	5	-1	18	104
O=C(Cn1cccn1)N1CCCC(N2CCN(c3ccccc3F)CC2)C1 (stereo not given)	4	3	101	99	-7	1	-7	98
Cc1ccn2cc(C(=O)NCc3ccco3)nc2c1	-3	-11	95	92	1	5	-5	82
COC(=O)COc1ccc2c(=O)c(Oc3ccccc3Br)coc2c1	5	9	101	101	-5	2	4	98
O=C(COc1ccc([N+](=O)[O-])cc1)Nc1ccccc1N1CCCC1	-19	-14	112	103	-1	12	-6	85
CC1(C)CCCC2=C1CC1C(=O)N(Cc3cccnc3)C(=O)C1C2 (stereo not given)	11	11	103	99	-1	2	0	103
O=C(Nc1ccccc1)O/N=C1\CCCCC1c1ccc([N+](=O)[O-])cc1[N+](=O)[O-] (stereo not given)	2	2	90	99	-6	25	-8	88
O=C(Cc1ccc(S(=O)(=O)N2CCOCC2)s1)N1CCN(c2cccc(C(F)(F)F)c2)CC1	4	6	102	111	1	-1	-3	80
CCOC(=O)Cn1nnnc1C	14	12	94	99	-2	0	-2	94
Cc1ccc(S(=O)(=O)N(C)c2ccc(C(=O)N3CCc4ccccc4C3)cc2)cc1	8	0	104	92	-4	2	4	112
COCCOC(=O)C1=C(C)NC(=O)CC1c1cc2c(cc1Br)OCO2 (stereo not given)	8	-8	94	99	2	1	6	94
O=c1[nH]c(C2CCCN(S(=O)(=O)c3ccccc3F)C2)nc2c1nnn2Cc1ccccc1Cl (stereo not given)	-6	6	103	94	-6	-1	-3	82
O=C(Nc1cccc(C(F)(F)F)c1)C(=O)N1CCCCC1	13	-4	104	102	-6	2	-2	105
O=C(CSc1nnc(NC(=O)c2ccc(F)cc2)s1)NC1CC1	2	-24	99	102	-8	13	-6	93
CCOC(=O)N1CCN(C(=O)CCc2ccc(S(=O)(=O)NCCc3ccccc3)cc2)CC1	14	-3	193*	108	4	3	-8	161*
O=C(NC1CCCC1)C(c1ccncc1)N(C(=O)c1csnn1)c1ccccc1F (stereo not given)	5	5	107	102	4	1	5	99
Cc1c(Br)c(=O)oc2c(Br)c(O)c(O)cc12	-11	-11	159	59	-18	0	-13	85
O=C1c2oc3ccccc3c(=O)c2C(c2cccnc2)N1Cc1ccco1 (stereo not given)	-23	-2	93	96	-9	3	0	101
COc1ccc(-c2ccccc2)cc1NC(=O)c1cccs1	6	12	98	96	7	31	-1	106
CCN(CC(=O)NCc1cccs1)C(=O)c1ccc(S(=O)(=O)Nc2ccccc2C)cc1	-1	-4	102	99	0	1	-5	104
O=C(NCCS(=O)(=O)NCc1ccccc1Cl)c1ccccc1	5	-18	91	93	-5	1	2	104
O=C(Nc1nnc(COc2ccc(F)cc2)s1)c1ccco1	6	13	95	97	1	-3	-3	117
CCOc1ccc(-n2ccnc2SCC(=O)Nc2nnc(C)s2)cc1	4	5	92	99	10	1	6	104
COC(=O)CN1C(=O)[C@H]2[C@@H](/C=C/c3ccccc3)N3C(=O)CN(Cc4ccccn4)C(=O)[C@@]3(Cc3ccccc3)[C@H]2C1=O	5	.	88	91	1	-1	.	84
CCOC(=O)c1c(NC(=O)CN2C(=O)CN(C)C2=O)sc(C)c1C	11	-7	98	95	0	2	0	97
O=C(C1CCC(=O)N(C2CCCCCC2)C1)N1CCN(c2ccccc2Cl)CC1 (stereo not given)	3	2	109	107	-5	-1	0	102
CC1(C)CC(=O)N(c2cccc(Cl)c2)C(=O)C1	6	5	103	102	8	2	8	99
COc1ccc(OC)c(S(=O)(=O)N2CCN3CCCC3C2)c1 (stereo not given)	-17	7	105	107	12	-2	-1	100
CCOC(=O)C1(C)NC(c2ccccc2F)C2C(=O)N(c3cccc(C(C)=O)c3)C(=O)C21 (stereo not given)	9	12	94	96	-4	0	-7	82
C=CCNc1cnn(-c2ccc(C)cc2)c(=O)c1Cl	9	13	96	97	2	4	-9	98
Cc1cc(-n2cnc(-c3cn[nH]c3C)n2)no1	3	2	93	96	-2	12	-9	100
CCCc1[nH]n(-c2nc3ccccc3s2)c(=O)c1C=NCC1CCCO1 (stereo not given)	7	-9	101	103	0	-4	-1	106
CC(=O)Nc1ccc(C2CC(c3ccc(Cl)cc3)=NN2c2ccccc2)cc1 (stereo not given)	136*	-8	181*[may fluoresce violet]	83[may fluoresce violet]	163*	2	2	95[may fluoresce violet]
CCn1c(C)cc2c(c1=O)C(c1ccccc1Br)C(C#N)=C(N)O2 (stereo not given)	14	5	100	101	9	1	3	99
Cc1nn(C)c(C)c1S(=O)(=O)N1CCC(CO)(CC2CCCCO2)CC1 (stereo not given)	10	8	93	95	4	-1	-3	87
O=C1CC(N2CCC(c3nc4ccccc4o3)CC2)C(=O)N1c1ccc(F)cc1 (stereo not given)	-13	2	99	102	-22	3	-4	91
COc1cccc(CN(C)CC(=O)Nc2cccc(C(F)(F)F)c2)c1OC	12	3	100	96	4	-1	-4	100
CC(=O)Nc1sc(C)c(C)c1CN1CCN(Cc2ccccc2)CC1	5	-7	103	102	-3	2	0	98
Cc1ccc(N(CCO)C(=S)Nc2ccccc2)cc1	-6	5	93	99	-3	1	-3	86
CCOC(=O)c1cnc2cc(Cl)c(OC)cc2c1NCC1CCCO1 (stereo not given)	6	13	?	98	13	23	7	?
CCC(C)N1C(=O)CCC1C(=O)N1CCN(c2ccccc2F)CC1 (stereo not given)	7	5	97	101	2	1	-4	105
CNC(=S)N1CCc2sccc2C1C (stereo not given)	6	-5	107	100	-4	-2	-4	110
CC(=O)c1c(C)[nH]c(C(=O)NCc2ccccn2)c1C	-6	-13	98	103	-1	18	-10	100
Cc1nn(-c2cc(N3CCOCC3)ccc2[N+](=O)[O-])c(=O)c2ccccc12	2	-2	91	92	-1	4	-9	91
Cc1ccccc1Cn1cnc2c([N+](=O)[O-])c(C)c(C)cc21	-10	-22	102	97	2	-1	-3	105
CCN(CC)c1ccc(NC(=O)CCS(=O)(=O)c2cccc3nsnc23)c(C)c1	-2	-5	92	100	5	6	-11	95
O=C1CCCN1CCCNC(=S)Nc1ccc(Br)cc1Cl	-8	26	98	97	-5	0	6	98
Cc1cc(C(F)(F)F)nn1CC(=O)N1CCCC1	2	16	104	104	0	0	3	101
O=C(NCCc1csc(-c2cccnc2)n1)c1c(F)cccc1F	3	-4	110	103	1	6	-5	105
COc1ccc(/C(C)=N/N2C(=O)c3ccccc3NC2c2ccc(O)c(OC)c2)cc1 (stereo not given)	-5	3	105	100	2	9	5	88
O=C(NC(=S)Nn1cnnc1)c1ccccc1	-25	-16	95	103	-22	-4	8	109
O=C(Nc1ccc(S(=O)(=O)NCc2ccccc2)cc1)c1ccccc1[N+](=O)[O-]	5	0	102	105	2	4	-6	89
O=C(CN1CCN(Cc2ccc3c(c2)OCO3)CC1)Nc1ccc2c(c1)OCO2	-3	-3	100	98	0	6	4	92
N/C(=N\OC(=O)c1ccco1)c1cccc([N+](=O)[O-])c1	12	-17	115	100	3	1	-3	106
C=CCN1C(=O)/C(=C\c2cccs2)C(C(=O)OC)=C1C	-3	-2	86	91	-3	1	-1	100
CC(=O)OCC(=O)Nc1ccc(SC(F)F)cc1	-16	-15	92	98	-2	5	1	99
Cc1cc(C)c(S(=O)(=O)Nc2ccc(N(C)C)cc2)c(C)c1-n1cnnn1	-12	-9	91	92	-4	0	-5	86
COc1ccc(CNC(=O)c2cc3c(s2)CN(Cc2ccccc2)C3)cc1	2	-6	100	103	-9	0	-15	96
CCOC(=O)N1CCN(C(=O)COc2ccc3oc4c(c3c2)CCCC4)CC1	9	6	94	97	11	0	1	114
CC(=O)Nc1ccc(-c2cc(-c3ccc(NC(C)=O)cc3)nc(-c3ccc(NC(C)=O)cc3)n2)cc1	-1	15	96	99	-6	4	-3	91

LAP4 TOR yeast, hit marks shown above
mol | MEP2-GFP yeast | RPL19A-GFP yeast | procasp3 activ | AHR activator | EBNA-1 inh | LAP4 TOR yeast
CCOC(=O)N1CCN(C(=O)CCc2ccc(S(=O)(=O)NCCc3ccccc3)cc2)CC1 | 193* | 108 | 4 | 3 | -8 | 161*

Taken from above.
`CCOC(=O)N1CCN(C(=O)COc2ccc3oc4c(c3c2)CCCC4)CC1` @ MEP2-GFP yeast = 94
`N/C(=N\OC(=O)c1ccco1)c1cccc([N+](=O)[O-])c1` @ EBNA-1 inh = -3
`CC(=O)OCC(=O)Nc1ccc(SC(F)F)cc1` @ ZTA DNA inh = -15
`O=C(NCCc1csc(-c2cccnc2)n1)c1c(F)cccc1F` @ MEP2-GFP yeast = 110
`O=C(NC(=S)Nn1cnnc1)c1ccccc1` @ procasp3 activ = -22
`CC(=O)Nc1ccc(-c2cc(-c3ccc(NC(C)=O)cc3)nc(-c3ccc(NC(C)=O)cc3)n2)cc1` @ ZTA DNA inh = 15

Carrying on:
SMILES	proCasp7 act	ZTA DNA inh	MEP2-GFP yeast	RPL19A-GFP yeast	procasp3 activ	AHR activator	EBNA-1 inh	LAP4 TOR yeast
Cc1ccc(CNCc2ccc3c(c2)OCO3)c(C)c1	6	7	99	94	1	2	6	79
O=C(N[C@@H](Cc1ccc(O)cc1)C(=O)O)c1cccnc1	2	-9	.	.	11	0	-4	.
COc1cccc(CN2CC(C(=O)NCCC3=CCCCC3)CCC2=O)c1 (stereo not given)	-5	-11	92	89	1	4	-19	91
COC(=O)C(CCSC)NC(=O)CNS(=O)(=O)c1ccc(Br)cc1 (stereo not given)	-3	-7	110	97	2	2	-4	104
Cc1ccc(C)c(NS(=O)(=O)c2cc(C(=O)NCc3ccncc3)ccc2C)c1	-10	-12	93	96	13	10	8	84
CCCNC(=O)c1ccc(-c2nn(C)c(=O)c3ccccc23)cc1	5	-16	112	106	-3	8	1	103
CC(C)Nc1nc(Cl)nc(N(C#N)CN2C(=O)c3ccccc3S2(=O)=O)n1	-1	19	102	100	-9	2	10	110
COc1ccc(-c2cc3nc(-c4ccccc4)cc(N4CCC5(CC4)OCCO5)n3n2)cc1	36*	15	104	99	23*	2	4	133
Cc1ccc(NC2CC(=O)N(Cc3ccccc3)C2=O)cc1 (stereo not given)	-1	4	97	90	12	5	13	91
COc1cc(CN2CCC(CCC(=O)NC3CC3)CC2)cc(Cl)c1OC	7	-1	94	95	3	3	-1	81
Fc1ccc(-c2csc(-c3ccc(C4SCCS4)cc3)n2)cc1F	0	11	100	98	3	28	4	108
O=C(NNC(=O)C1CC(c2cccnc2)=NO1)Nc1cccc(F)c1 (stereo not given)	-1	15	91	93	-6	0	8	92
O=C(CSc1ccc([N+](=O)[O-])cc1)NCC1CCCCC1	-5	2	102	96	0	5	-4	98
CCOc1ccc2nc(NC(=O)CN3CCN(c4ccccn4)CC3)sc2c1	0	-15	105	99	4	18	-19	108
Cc1ccc(OCc2nnc(SCC(=O)C(C)(C)C)n2Cc2ccco2)cc1	-4	1	102	104	1	7	-2	114
Cc1ccc(N2C(=O)N(CC(=O)Nc3c(C)cc(C)cc3Cl)C(=O)C2C)cc1 (stereo not given)	5	-2	107	100	-3	-1	0	108
Cc1ccc(S(=O)(=O)CCC#N)cc1	-9	-21	104	97	4	2	1	98
Cc1cc2ccccc2c(=O)n1CC(=O)NCC(=O)N1CCN(c2cccc(Cl)c2)CC1	-6	-7	98	99	-3	-1	6	98
